HUVEC tox IL1B: cytotoxicity in IL-1B stimulated HUVEC, primary screen, cytotoxicity control for IL-1B NFkB translocation project, imaging, Hoechst nuclear count, IL-1B stimulus. HUVEC cell count loss. AID 845, 2007. actives 0.41% (n = 94,000). cell count reduction, % at 2 µM;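 active means cell count reduction more than 3 SD above the screen-wide mean, cut at about 70% in these data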;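 further: normalized per plate to untreated control cells as the no-loss baseline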
VCAM1 TNFa inh: inhibitors of TNFa-induced VCAM1 expression, primary screen, imaging, HUVEC, TNFa stimulus, immunofluorescence. AID 802, 2007. actives 0.48% (n = 95,000). HUVEC TNFa-induced VCAM-1 immunofluorescence, high-content imaging. inhibition, % at 2 µM;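 active means inhibition above the batch mean plus 3 SD, with images confirmed as a hit by eye, cut at about 37% in these data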;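 further: 0% = TNF-stimulated DMSO wells and 100% = unstimulated control wells; not every result past the cut was called active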
LYP act: LYP phosphatase activators, primary screen, biochemical, DiFMUP fluorescence, 2 µM. Tyrosine-protein phosphatase non-receptor type 22 (Homo sapiens), Q9Y2R2. recombinant LYP; 0 = plate median, 100 = signal doubled. activation, % at 2 µM. actives 0.11% (n = 96,000);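 active means activation at 2 µM above a set limit, the mean plus 5 SD, cut at about 37% in these data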
Target sequence (Q9Y2R2 whole entry, looked up): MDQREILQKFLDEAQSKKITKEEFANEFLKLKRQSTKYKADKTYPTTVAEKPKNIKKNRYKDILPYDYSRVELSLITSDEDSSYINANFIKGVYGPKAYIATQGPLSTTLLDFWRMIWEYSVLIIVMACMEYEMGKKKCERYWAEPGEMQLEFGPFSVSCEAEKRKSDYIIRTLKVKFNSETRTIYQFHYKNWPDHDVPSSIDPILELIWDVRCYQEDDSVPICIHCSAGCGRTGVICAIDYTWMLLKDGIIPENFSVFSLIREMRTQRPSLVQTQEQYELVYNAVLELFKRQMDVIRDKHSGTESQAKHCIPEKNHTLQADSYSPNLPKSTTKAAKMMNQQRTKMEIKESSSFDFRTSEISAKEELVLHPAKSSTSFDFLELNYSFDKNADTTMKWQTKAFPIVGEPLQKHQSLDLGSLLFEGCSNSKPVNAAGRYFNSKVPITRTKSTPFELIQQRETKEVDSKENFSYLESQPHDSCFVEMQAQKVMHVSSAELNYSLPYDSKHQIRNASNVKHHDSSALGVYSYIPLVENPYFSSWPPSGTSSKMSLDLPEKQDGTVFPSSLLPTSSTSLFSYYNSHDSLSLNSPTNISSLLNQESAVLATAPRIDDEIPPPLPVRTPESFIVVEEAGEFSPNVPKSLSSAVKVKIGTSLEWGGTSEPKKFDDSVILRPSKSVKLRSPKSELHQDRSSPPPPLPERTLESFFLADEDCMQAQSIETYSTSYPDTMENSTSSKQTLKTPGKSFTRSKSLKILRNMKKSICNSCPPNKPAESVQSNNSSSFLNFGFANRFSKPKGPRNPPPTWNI
HUVEC tox TNFa: cytotoxicity in TNFa-stimulated HUVEC, primary screen, cytotoxicity control for VCAM1 expression modulator project, imaging, Hoechst nuclei count; HUVEC TNFalpha-stimulated, Hoechst cell count; cell count reduction, % at 2 µM; actives 0.17% (n = 93,000);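 active means cell count reduction exceeding the screen mean by over 5 SD, scaled to untreated wells per plate, cut at about 78% in these data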;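 further: cells counted after 24 h of TNF alpha exposure following the 1 h pretreatment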
ERa coact inh: ERα–SRC-1 coactivator interaction inhibitors, primary screen, biochemical, TR-FRET, ERα LBD, estradiol-bound | TR-FRET ER-alpha LBD / SRC-1 peptide | actives 1.7% (n = 86,000) | inhibition, % at 25.6 µM | AID 629, 2007; in the data active means inhibition above about 50%;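 further: 0% = receptor plus peptide control and 100% = peptide only without receptor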
PTK2B oligo ant: antagonists of Pyk2 self-association, primary screen, Q293 cells, FERM NanoBiT luminescence, HTS; Protein-tyrosine kinase 2-beta (Homo sapiens), Q14289; hits give low values; z-score (the deposit names both 25 µM and 10 µM); actives 0.83% (n = 99,000);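 active means Z-score of -3 or lower, scaled per plate to the spread of control and sample wells; inactive means z-score above -3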;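 further: negative z-score means lost luminescence so less FERM oligomerization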
PTPN22 inh 2: PTPN22 phosphatase inhibitors, primary screen, biochemical, DiFMUP fluorescence, 2 µM; AID 640, 2007; inhibition, % at 2 µM; actives 0.21% (n = 96,000); recombinant LYP catalytic domain; Tyrosine-protein phosphatase non-receptor type 22 (Homo sapiens), Q9Y2R2;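 active means inhibition at 2 µM at or above a set limit, the screen mean plus 3 SD, cut at about 24% in these data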;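 further: 0% = DMSO with enzyme and 100% = enzyme fully blocked by orthovanadate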
cytoskel mod: modifiers of F-actin cytoskeleton organization, primary screen, imaging, HUVEC, phalloidin staining, high-content imaging; HUVEC TNFa F-actin phalloidin imaging; inhibition, % at 2 µM; actives 0.18% (n = 91,000); AID 836, 2007;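 active means inhibition above the batch mean plus 3 SD and confirmed as a hit by visual image inspection, cut at about 30% in these data, passing the limit was not always enough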; further: strong numbers were not always called active
FAK blocker: FAK kinase inhibitors, primary screen, biochemical. Focal adhesion kinase 1 (Homo sapiens), Q05397. biochemical FAK kinase activity assay. inhibition, %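 (tested at 7 µM)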. actives 0.84% (n = 97,000). AID 727, 2007; in the data active means inhibition above about 19%;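 further: 0% = DMSO and 100% = reference compound high control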
* = called active by the depositor; / = not tested or not shown; [ ] = another dose, or the depositor's remark.

Order of values: HUVEC tox IL1B, VCAM1 TNFa inh, LYP act, HUVEC tox TNFa, ERa coact inh, PTK2B oligo ant, PTPN22 inh 2, cytoskel mod, FAK blocker
> NC(=O)c1cnn2c(C(F)(F)F)cc(-c3ccc(F)cc3)nc12
    0, -34, -4, 11, 0, -0.15, 4, -26, -1
> Cc1cc(C)n2nc3ccccc3c2n1
    -7, -1, 2, 8, -3, 0.2, -4, -12, 2
> COc1ccccc1CNC(=O)c1cc2c(C)nn(Cc3ccc(F)cc3)c2s1
    -5, 5, 8, 14, 11[fluorescence artefact?], -1.3, -4, 1, -3
> O=C(Nc1ccc2c(c1)OCO2)C1CCCCN1S(=O)(=O)c1ccccc1 (configuration not stated)
    4, 12, -9, -6, -2, -0.71, 10, 4, -2
> CC(C)(C)C(=O)OCc1cn(-c2ccccc2)nn1
    12, -2, 27, -33, /, 0.12, -24, -5, 1
> O=C1c2ccccc2C(=O)N1Cc1nc2ccccc2o1
    17, /, 1, /, 0, 0.41, -2, -10, 6
> O=C(Oc1cccc2cccnc12)c1cccc(-n2cnnn2)c1
    6, -1, -2, 12, -4, -0.1, 6, 1, 1
> COc1cccc(-c2cc(C(=O)NCCc3ccccc3)no2)c1
    12, -32, -4, -35, -4, 1.2, 4, -16, -1
> O=C(NCCN1CCOCC1)c1cc2ccccc2[nH]1
    -25, -16, 6, -26, -35, 1.2, -11, 5, 0
> CCOC(=O)N1CCC(n2c(SCC(=O)NCc3ccco3)nc3ccsc3c2=O)CC1
    -54, 16, 11, -12, 1, -0.22, -14, 13, 0
> COc1ccc(CNC(=O)c2ccc(=O)oc2)cc1OC
    12, 13, 3, -12, 2, 0.55, -4, -10, -2
> CNC(=O)CSc1nc(N)c2c3c(sc2n1)CCC3
    -4, 7, 7, -1, 9, 1.9, -4, 21, 2
> COc1ccc(NCc2n[nH]nc2-c2ccccc2)cc1Cl
    -27, 23, -9, 18, 0, 0.35, 6, 15, 1
> c1ccc2c(c1)c1ccccc1n2CN1CCOCC1
    35, -27, -8, /, -30, 0.63, 7, -3, -1
> O=C(NC1CCCCCCC1)c1ccco1
    -42, -6, 0, -12, -3, 1.7, 0, 8, -1
> Cc1cccc(-c2nc(CN3CCCC(C(=O)NC4CCCCC4)C3)c(C)o2)c1 (configuration not stated)
    -21, -12, 11, -21, -14, 0.7, -13, /, 3
> O=C(Nc1cccc(Cl)c1N1CCCC1)c1cccc(-c2cc3ccccc3oc2=O)c1
    1, 14, -11, -27, /, 0.23, 15, 11, -3
> CCN(CC)c1ccc(CC(=O)NC(C)Cc2ccccc2)cc1 (configuration not stated)
    -11, 16, -2, -5, /, 0.43, 6, 2, -1
> CCOC(=O)C(=Cc1ccc(F)cc1)C(=O)OCC
    -4, 25, 0, -8, /, /, 4, 8, -2
> CNC(=O)c1cn(-c2ccccc2)c(=O)c2ccccc12
    13, -8, 5, 8, /, -0.05, -3, 24, -3

(cont.)
Order of values: HUVEC tox IL1B, VCAM1 TNFa inh, LYP act, HUVEC tox TNFa, ERa coact inh, PTK2B oligo ant, PTPN22 inh 2, cytoskel mod, FAK blocker
> CC1(C)C/C(=N\O)c2cc3c(nc2C1)CCCC3
    9, -19, 2, 11, 1[fluorescence artefact?], -0.31, -5, 5, 0
> CCCc1cc(C(=O)Nc2cc(C)on2)no1
    10, 5, 10, -17, /, /, -13, 20, 0
> Cc1nn2c(c1-c1ccccc1)N=C(c1ccco1)CC2c1ccccc1 (configuration not stated)
    -9, -15, -3, 9, -2, 2.3, 0, -52, -5
> CCN(CC)CC(C)(C)NS(=O)(=O)c1ccc(Cl)cc1
    26, 34, 3, 0, -5, -0.67, -2, 13, -3
> N#Cc1ccc(CSc2nnc(-c3cnccn3)o2)cc1
    -15, -13, -2, -19, 8, -0.78, 8, 1, 1
> O=C(C1CC(c2ccc(F)cc2)=NO1)N1CCCCC1 (configuration not stated)
    -13, 10, 1, -7, /, 0.52, 4, 8, -2
> O=C(NCC1COc2ccccc2O1)c1ccco1 (configuration not stated)
    -26, 14, 3, -14, /, -0.13, -6, -6, 1
> CCOc1cc(C2NC(=O)N(C)C(C)=C2C(=O)OC)cc(Br)c1O (configuration not stated)
    -34, 11, -1, -9, 13[fluorescence artefact?], -0.92, -4, 7, -1
> CCC(=O)OC1CC(C)N(C(=O)c2ccccc2)c2ccc(C)cc21 (configuration not stated)
    4, 0, -4, -20, 7, -0.72, 1, 8, -1
> Cc1[nH]c2ccccc2c1C(=O)COC(=O)C1CCC(=O)N1 (configuration not stated)
    4, -4, -2, -31, -10, 0.54, 5, 20, -1
> Cc1noc(C)c1COc1cccc(C(=O)NCc2cccc(Cl)c2)c1
    4, /, -9, /, 4, 1.4, 11, /, -4
> CCOC(=O)c1c(C)nc2c(c(SC)nn2-c2ccccc2)c1N
    -32, 2, 4, 7, /, 1.3, -2, -4, 0
> Cc1cc(C(=O)NC(C)C2CCCO2)cs1 (configuration not stated)
    9, 14, -3, -2, -5, 0.11, 0, -7, -1
> N#CCCNC(=O)CCN1CCCCC1
    -7, 2, 0, -28, 1[fluorescence artefact?], -0.4, 2, -13, 0
> CC1CN(C2CCCCC2)c2nc3c(c(=O)[nH]c(=O)n3C)n2C1 (configuration not stated)
    -145, -5, -18, 2, 1, 0.07, 17, -5, -2
> COc1ccc(C(C(=O)NC(C)(C)C)N(CC2CCCO2)C(=O)CCC(=O)Nc2cc(C)on2)cc1 (configuration not stated)
    -10, 0, 5, -34, /, 0.34, -7, -12, -3
> CC1CCc2sc(C(=O)NCc3ccc(F)cc3)cc2C1 (configuration not stated)
    -8, -4, 9, -28, /, -0.45, -9, 7, -2
> COc1ccccc1Nc1nc(-c2sc(NC(=O)CC(C)C)nc2C)cs1
    -1, 14, -4, 6, /, /, 8, -8, 5
> COc1ccc(N=C2SC(C(=O)O)CC(=O)N2Cc2ccc(OC)c(OC)c2)cc1 (configuration not stated)
    -34, 5, 4, -4, -9, 1.1, -8, 12, -2
> O=C(O)c1ccc2c(c1)-c1nc3ccccc3n1C2=O
    8, -34, -4, 4, /, 1.1, 6, -21, 0

Retrieved by structure from the list above, 3 records:
Order of values: HUVEC tox IL1B, VCAM1 TNFa inh, LYP act, HUVEC tox TNFa, ERa coact inh, PTK2B oligo ant, PTPN22 inh 2, cytoskel mod, FAK blocker
> CCOC(=O)c1c(C)nc2c(c(SC)nn2-c2ccccc2)c1N
    -32, 2, 4, 7, /, 1.3, -2, -4, 0
> O=C(C1CC(c2ccc(F)cc2)=NO1)N1CCCCC1 (configuration not stated)
    -13, 10, 1, -7, /, 0.52, 4, 8, -2
> COc1ccc(N=C2SC(C(=O)O)CC(=O)N2Cc2ccc(OC)c(OC)c2)cc1 (configuration not stated)
    -34, 5, 4, -4, -9, 1.1, -8, 12, -2

The results go on:
Order of values: HUVEC tox IL1B, VCAM1 TNFa inh, LYP act, HUVEC tox TNFa, ERa coact inh, PTK2B oligo ant, PTPN22 inh 2, cytoskel mod, FAK blocker
> Cc1cc(C)cc(N(CC(=O)NCC2CCCO2)C(=O)CCC(=O)Nc2cc(C)on2)c1 (configuration not stated)
    -13, 2, -2, -44, 4[fluorescence artefact?], -1.2, -1, 22, 5
> CN(C)S(=O)(=O)Oc1cccc(C(=O)Nc2ccc(Cl)cc2)c1
    -2, 9, 3, -2, /, -1, 0, 4, 3
> COc1cccc(C(=O)Nc2ccc(NC(=O)C3CC3)cn2)c1
    2, -21, -3, -9, -11, -0.1, 1, -3, 2
> O=C(c1ccccc1)c1cc(-c2ccccc2)on1
    -73, 2, 3, -2, 0, 0.09, -11, 9, 0
> O=C(OCC#CCSc1nnc(-c2ccccc2)o1)c1cc2ccccc2o1
    9, 4, -10, 10, 6, 1.4, 10, /, -2
> CCCN1CCN(c2ncnc3c2nnn3Cc2ccccc2)CC1
    4, 5, 8, -2, -1, -0.24, -10, 24, 0
> COc1ccc(S(=O)(=O)CCC(=O)O)cc1
    -2, -9, 0, 8, 4, 0.66, -1, -2, -1
> CCC(c1nnnn1CC1CCCO1)N(CCCO)Cc1cc2cccc(C)c2[nH]c1=O (configuration not stated)
    -9, -18, 8, -17, 19, 0.34, -6, 8, 3
> O=C1N/C(=C\c2ccc(N3CCOCC3)c(F)c2)C(=O)N1Cc1ccccc1
    -5, 31, 13, 3, /, -0.87, -10, -9, -3
> O=C(c1cn(-c2ccccc2)nc1-c1ccncc1)n1nnc2ccccc21
    -17, -13, -14, -15, 33[fluorescence artefact?], -0.1, 11, -12, 0
> COc1cccc(CNc2ccc(N3CCCCC3)cc2)c1OC
    26, -2, -4, -13, 1, -0.4, 3, -9, 5
> Cc1cc(NC(=O)c2ccc3c(c2)C(=O)N(C2CCCCC2)C3=O)no1
    -5, 1, 2, -41, 9[fluorescence artefact?], -0.6, -7, -4, -3
> COC(=O)/C=c1\sc2ncnn2c1=O
    -54, 4, -9, -12, -7, -0.32, 6, 0, 2
> COc1ccc2oc(C(=O)OCC(=O)NC(=O)NC(C)C)c(C)c2c1
    -5, -10, -2, 0, /, -0.24, 0, -14, 0
> CCOC(=O)CS(=O)(=O)c1ccc(C(F)(F)F)cn1
    -30, 12, 3, -14, /, -1.2, 0, 42, -3
> Cc1ccc(CNC(=O)C2CCCN(S(=O)(=O)c3cnc[nH]3)C2)cc1 (configuration not stated)
    -12, 13, 4, 10, -6, /, -5, 8, 1
> CC(C)(C)OC(=O)N1CCC[C@H]1c1nnc(SCc2c(Cl)cccc2Cl)o1
    -4, -14, -6, -3, -7, -1.3, 5, 22, 1
> CCCC1C2C(=O)N(c3ccccc3OC)C(=O)C2ON1c1ccccc1 (configuration not stated)
    -32, 9, -3, -22, 0, -0.73, 0, 10, -6
> COCCNC(=O)CN1CCN(C(c2ccccc2)c2ccccc2)CC1
    7, 9, -2, -3, -6, -0.64, -1, -7, -1
> CC(=O)OC1c2ccccc2C(=O)N1Cc1ccccc1 (configuration not stated)
    -33, -15, -7, 3, -4, /, 6, -15, 1

(listing goes on)
Order of values: HUVEC tox IL1B, VCAM1 TNFa inh, LYP act, HUVEC tox TNFa, ERa coact inh, PTK2B oligo ant, PTPN22 inh 2, cytoskel mod, FAK blocker
> O=C(c1cc2ccccn2n1)N1CCN(Cc2ccccc2)CC1
    -5, -9, -1, 6, -5, /, 0, -2, /
> O=C(CCc1ccccc1)Nc1cccc(NC(=O)CCc2ccccc2)c1
    -4, 6, -5, -59, 6, 0, 6, /, 4
> COC(=O)c1scc(C)c1NC(=O)Cc1ccccc1
    -9, 9, 16, -17, /, 0.66, -12, 21, -6
> CCS(=O)(=O)N1CCCC(C(=O)NCCN(C)Cc2ccccc2)C1 (configuration not stated)
    -3, -19, 10, -23, 0, -0.58, -10, -10, -1
